# Assay outcomes from PubChem.
# DUSP3 inh: blocks human VHR1 dual specificity phosphatase; P51452; recombinant VHR phosphatase, pNPP absorbance; actives 0.52% (n = 290,000); inhibition, % at 13.3 µM; in the data active = inhibition above about 50%; note: some compounds called inactive have numbers as strong as hits
# Target sequence (P51452 whole entry, looked up): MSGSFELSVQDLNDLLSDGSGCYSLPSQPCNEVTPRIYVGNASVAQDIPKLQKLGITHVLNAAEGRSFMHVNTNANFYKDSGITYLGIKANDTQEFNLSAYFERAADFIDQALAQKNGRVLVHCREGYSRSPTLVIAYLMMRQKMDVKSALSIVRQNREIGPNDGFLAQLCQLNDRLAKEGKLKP
# FadD28 FP inh: M. tuberculosis FadD28 bisubstrate binding inhibition; FadD28 bisubstrate probe binding, fluorescence polarization; inhibition, % at 12.5 µM; actives 0.22% (n = 360,000); in the data active = inhibition above about 8.5%, passing the limit was not always enough; inconclusive = no clear call, values can overlap the other calls
# BoNT-F LC inh: BoNT F light chain protease inhibition. Multiplex microsphere protease cleavage assay, flow cytometry. inhibition, % at 10 µM. actives 0.22% (n = 360,000). AID 588497; in the data active = inhibition above about 35%, passing the limit was not always enough; inconclusive = no clear call, values can overlap the other calls; note: plate controls were buffer without enzyme for full effect and enzyme alone for no effect
# CCHF vOTU inh: blocks the CCHF virus ovarian tumor domain protease | CCHFV vOTU protease, Pep-AMC fluorescence | actives 0.55% (n = 370,000) | AID 651958 | inhibition, % at 11.5 µM; note: 0% = vehicle wells with enzyme and 100% = no enzyme wells
# BioA inh: blocks M. tuberculosis BioA enzyme activity; purified M. tuberculosis BioA enzyme, plate reader; inhibition, % at 9.99 µM; actives 0.096% (n = 360,000); in the data active = inhibition above about 40%; inconclusive = no clear call, values can overlap the other calls
# Mtb UGM inh: Mtb UDP-galactopyranose mutase inhibition; inhibition, % at 10 µM; actives 0.06% (n = 320,000); purified UGM, fluorescence polarization probe displacement; AID 504406; P9WIQ1; in the data active = inhibition above about 10%, passing the limit was not always enough; inconclusive = no clear call, values can overlap the other calls
# Target sequence (P9WIQ1 whole entry, looked up): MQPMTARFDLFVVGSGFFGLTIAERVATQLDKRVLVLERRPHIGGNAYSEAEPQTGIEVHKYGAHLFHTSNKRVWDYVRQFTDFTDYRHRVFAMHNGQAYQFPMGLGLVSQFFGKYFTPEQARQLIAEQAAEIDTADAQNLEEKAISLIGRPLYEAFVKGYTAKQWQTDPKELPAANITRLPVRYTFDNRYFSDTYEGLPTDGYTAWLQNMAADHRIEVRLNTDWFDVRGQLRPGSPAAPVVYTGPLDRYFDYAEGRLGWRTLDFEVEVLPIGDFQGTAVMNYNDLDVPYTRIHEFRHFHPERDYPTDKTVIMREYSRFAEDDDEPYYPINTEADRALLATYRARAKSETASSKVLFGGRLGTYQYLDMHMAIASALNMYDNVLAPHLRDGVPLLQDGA
# GDH-TPI counter: counter-screen for M. tuberculosis FBA inhibitors: GDH-TPI coupled enzymes. GDH-TPI coupled enzyme counterscreen, NADH absorbance. inhibition, % at 4.8 µM. actives 1.2% (n = 360,000);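 note: 0% = DMSO wells and 100% = wells lacking the enzyme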
# Mtb FBA inh: inhibitors of M. tuberculosis fructose-bisphosphate aldolase; purified M. tuberculosis FBA, fluorescence read-out; AID 588726; P9WQA3; actives 2.3% (n = 360,000); inhibition, % at 1 µM; in the data active = inhibition above about 27%;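 note: 0% = vehicle and 100% = reference inhibitor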
# Rv3671c inh: inhibitors of M. tuberculosis serine protease Rv3671c; P9WHR9; inhibition, % at 5.96 µM; actives 0.048% (n = 320,000); AID 2606; in the data active = inhibition above about 38%;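 note: extracellular domain of Rv3671c used as enzyme; 0% = enzyme with DMSO and 100% = no enzyme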
# MazF activator: activators of E. coli MazEF toxin-antitoxin RNase; P0AE70; FAM/BHQ RNA-DNA oligo cleavage fluorescence, 5 h; activation, % at 20 µM; actives 0.32% (n = 350,000); AID 504720; in the data active = activation above about 50%
# Target sequence (P0AE70 whole entry, looked up): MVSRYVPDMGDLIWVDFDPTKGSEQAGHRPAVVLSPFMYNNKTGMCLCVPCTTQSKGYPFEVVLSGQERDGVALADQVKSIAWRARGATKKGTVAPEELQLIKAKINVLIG
# The depositor's hits bear a star; ? = inconclusive; . = not tested or not shown; + = active, no number. Cut-off read from the data, not from the text of the source, unless noted: active = inhibition above about 30%; inactive = the rest.
structure	FadD28 FP inh	CCHF vOTU inh	Rv3671c inh	Mtb UGM inh	DUSP3 inh	MazF activator	Mtb FBA inh	GDH-TPI counter	BioA inh	BoNT-F LC inh
O=C(Cc1ccccc1)Nc1ccc(F)cc1	-4.0	-4.6	12.7	-1.0	-16.7	-3.8	-2.9	-2.5	.	-3.0
CN(C)c1ccc(CCN2CCOCC2)cc1	-2.1	16.7	4.5	0.2	.	-3.3	1.1	-1.3	0.2	-8.6
CSc1cccc(NS(=O)(=O)c2cccc3nsnc23)c1	0.6	-1.1	-9.8	0.1	-14.9	4.6	-5.8	1.2	-0.9	-8.2
CCOCCn1c(CN2CCCC(C)C2)nc2c1c(=O)n(C)c(=O)n2C (stereo not given)	-2.0	-9.4	0.0	-1.1	6.5	6.6	2.1	-10.0	-0.4	0.4
Cc1noc(C)c1S(=O)(=O)NCc1cccc(Cl)c1	-0.5	-12.2	-0.4	0.5	.	6.8	4.6	7.3	0.1	12.1
CCN(C(=O)CSc1nnc(COc2cccc(C)c2)o1)c1nc(C)cs1	0.4	-2.5	0.9	0.4	-2.6	25.9	-1.3	2.7	-13.7	-24.0
CC(C)c1[nH]nc2c1C(C(C)C)C(C#N)=C(N)O2 (stereo not given)	-1.2	-15.7	2.0	-2.0	10.4	3.1	4.5	2.5	-2.2	12.8
CC(=O)c1ccc(NC(=O)CCC(=O)OCC(=O)c2cccc([N+](=O)[O-])c2)cc1	.	.	-7.3	-0.7	3.5	12.9	-1.6	2.2	.	-1.9
CC1(Oc2ccc(CC#N)cc2)CCN(Cc2ccc(-n3ccnc3)cc2)C1 (stereo not given)	1.3	-5.0	.	.	.	.	1.4	12.8	3.9	-1.3
COCCOC(=O)C(CC(=O)O)NCc1ccco1 (stereo not given)	-3.4	4.9	0.8	-1.8	7.7	-1.8	-0.5	2.0	-0.4	-0.3
COc1ccc(CCNC(=O)CSc2nnc3ccc(-c4ccccn4)nn23)cc1	-3.8	-7.5	-0.4	-1.4	.	-2.0	-2.4	1.1	-1.2	.
COc1ccc(OC)c(CN2CCCC(C(=O)c3ccccc3SC)C2)c1 (stereo not given)	-2.2	8.6	0.9	2.1	43.6	2.7	3.4	11.6	.	-2.6
CCc1cc2c(=O)n(CCC(C)C)c(=S)[nH]c2s1	-3.7	14.2	4.2	-1.5	30.1	-2.2	-6.5	17.9	.	-2.9
O=C(O)c1cc(S(=O)(=O)N(Cc2ccccc2)c2cccc(C(F)(F)F)c2)ccc1Cl	-0.3	6.8	-2.5	0.8	1.8	-4.8	1.0	-5.9	1.6	10.0
COc1cccc(-n2c(C)cc(/C=C3\C(=N)N4N=C(CC(=O)N5CCOCC5)SC4=NC3=O)c2C)c1	-1.3	26.4	-0.9	-0.1	16.6	5.1	-1.4	31.1*	-2.0	2.0
O=C(Nc1cn(-c2ccccc2)nc1-c1ccc(F)cc1)c1ccccc1	1.4	-10.0	-1.9	-2.0	23.7	29.4	2.0	0.7	0.0	14.1
CC(CCc1ccccc1)NC(=O)CCN1N=C(c2ccccc2)CCC1=O (stereo not given)	-0.5	-4.0	8.1	-1.0	27.0	2.3	-4.9	-4.9	-0.4	-0.3
CC(C)(C)c1ccc(C(=O)NCCOc2ccccc2F)cc1	-1.9	15.1	3.9	1.7	-19.5	3.0	-1.8	1.5	-0.2	-21.0
COCCn1c(SCC(=O)Nc2sccc2C(N)=O)nc2cc(Cl)ccc2c1=O	-5.0	14.4	-7.2	-0.4	17.2	1.9	-2.1	-3.7	2.6	-28.1
CS(=O)(=O)c1ccc(C2=C(CNC(=O)c3cccs3)[C@H]3CC[C@@H](C2)N3Cc2ccccc2)cc1	-1.6	-4.1	.	.	.	7.4	-1.0	-7.1	-3.4	-1.4

# The listing continues.
structure	FadD28 FP inh	CCHF vOTU inh	Rv3671c inh	Mtb UGM inh	DUSP3 inh	MazF activator	Mtb FBA inh	GDH-TPI counter	BioA inh	BoNT-F LC inh
CCOc1ccc(OCc2ccc(C(=O)N(C)c3ccccc3)o2)cc1	0.8	2.0	.	-1.3	12.7	3.1	0.4	18.2	8.1	?
CN(CCc1ccccc1)C(=O)c1ccc(NC(=O)Cc2cccc(NC(=O)C3CCN(C(=O)C4CCCCC4)CC3)c2)cc1	-2.1	-2.2	.	.	.	-13.7	-1.3	8.5	-0.5	-5.6
COc1cccc(C2(C)NC(=O)N(CC(=O)c3cc(C)n(C4CC4)c3C)C2=O)c1 (stereo not given)	-0.2	8.3	-4.7	-1.6	.	2.8	1.9	-1.3	-5.0	8.5
O=C(NCCO)c1ccc(-c2nnc(N3CCOCC3)c3ccccc23)cc1	-0.6	2.8	3.5	1.7	25.0	1.7	0.8	15.1	5.1	-7.5
COc1cccc(C(=O)NCCNC(=O)c2ccco2)c1	-2.0	-5.3	-4.8	-0.8	-13.7	-25.2	2.6	1.9	-1.4	0.5
Nc1ccn([C@@H]2O[C@H](CNCc3ccc(C#CCCO)cc3)[C@@H](O)[C@H]2O)c(=O)n1	-1.6	-1.2	.	.	.	-14.3	0.9	-7.5	-1.0	-2.9
COc1ccc2ccc(OC)c(/C=N/n3cnnc3)c2c1	0.0	0.1	-1.1	1.6	21.9	8.8	2.5	17.7	-0.7	-9.3
COc1ccccc1-c1coc2c(CN3CCCC(C)C3)c(O)ccc2c1=O (stereo not given)	-3.8	-201.7	-12.5	1.3	39.6	-19.7	+	9.3	0.0	1.9
C#CCn1ccc(O)c(Cc2c(F)cccc2Cl)c1=O	-0.3	0.7	2.4	5.0	29.8	-3.3	1.2	-2.6	-3.0	2.3
CCN(CC)C(=O)[C@H]1CC(CC(=O)NCCCn2ccnc2)C(=O)N2CCc3c([nH]c4ccccc34)[C@]12C (stereo not given in full)	-2.8	-3.2	4.1	-1.2	.	-1.5	0.7	6.2	-0.9	0.1
CC(C)(C)NC(=O)NC(=O)Cn1cc(C(F)(F)F)ccc1=O	-1.6	8.7	5.0	2.2	-5.0	-3.7	-0.2	4.6	1.8	-3.5
CCN(CC)Cc1c(O)ccc2c(=O)c(Oc3ccccc3OC)coc12	-1.0	-33.7	-5.0	-0.6	3.8	-1.1	71.1*	9.7	.	-4.8
Cc1nn(CC(=O)Nc2cccc(O)c2)c(=O)c2ccccc12	1.9	1.7	.	.	.	5.1	5.8	3.5	-0.6	3.1
Cc1ccc(OCC(=O)Nc2ccccc2N2CCCC2)c(C)c1	0.5	-3.8	6.9	-4.1	8.5	-9.6	6.1	7.4	.	-10.4
CN(C)C(=O)c1cn(-c2ccccc2)nc1-c1cc2ccccc2o1	0.1	3.7	4.9	0.3	-6.0	-0.9	17.6	4.4	-1.0	4.2
C=CCN1C(=O)c2oc3ccccc3c(=O)c2C1c1ccc(O)c(OC)c1 (stereo not given)	-0.3	4.0	-3.5	0.7	-7.8	-7.7	-0.1	-1.4	1.5	0.0
CCC(Sc1nc2ccccc2c(=O)n1CC1CCCO1)C(=O)NCc1cccnc1 (stereo not given)	-5.9	-9.5	2.4	-1.0	28.6	-1.1	-2.4	-0.6	-0.9	-3.5
COc1ccccc1C(=O)NCC(=O)NCCCN1CCOCC1	-1.4	9.9	-4.1	0.6	.	7.0	-0.6	-0.7	1.2	-2.0
CCCNc1c(NS(=O)(=O)c2ccc(C3CCCCC3)cc2)c(=O)oc2ccccc12	-0.2	.	-3.5	3.6	5.5	-11.5	2.8	5.9	-0.2	1.3
COCCN1CCN(C(=O)c2cc(COc3ccc(Cl)cc3OC)on2)CC1	-1.4	-6.1	-2.2	2.6	10.5	0.5	2.7	5.6	-1.6	4.6

# Following part:
structure	FadD28 FP inh	CCHF vOTU inh	Rv3671c inh	Mtb UGM inh	DUSP3 inh	MazF activator	Mtb FBA inh	GDH-TPI counter	BioA inh	BoNT-F LC inh
CNCc1cn2cc(Cl)ccc2n1	0.9	-2.4	3.4	.	-25.4	3.5	4.3	-4.0	.	-6.7
O=C(Nc1c2c(nn1-c1ccc(Cl)cc1)CS(=O)(=O)C2)C1CC1	-1.5	4.1	-1.7	3.2	22.5	-5.9	6.1	5.2	-0.7	-8.3
N#CCc1ccc(NC(=O)/C=C/c2ccc([N+](=O)[O-])o2)cc1	-0.5	.	.	.	4.8	6.6	-1.1	34.1*	-0.8	12.4
CCOC(=O)C(=O)Cc1nc2ccccc2s1	-3.8	6.2	4.0	-3.2	3.5	37.0	12.3	2.6	.	-6.4
C=CCc1cc(C)ccc1OCCOCCN1CCN(C)CC1	-0.2	-8.4	-3.0	-1.8	21.0	12.5	-0.3	2.5	0.3	-3.7
O=c1cccc2c1c1cc[nH]c3ccc(=O)n2c31	-2.1	-1.9	-2.0	-1.8	.	-26.7	-2.4	4.9	-1.1	-6.4
COc1ccc(-c2c[n+]3c(n2-c2ccccc2)CCCCC3)cc1	-2.3	-7.0	1.5	3.8	39.1	5.3	-6.1	7.7	-0.1	0.4
Cc1ccc(C2=NCCNC2=O)c(C)c1	-0.8	14.0	5.9	-1.1	7.6	2.1	0.7	7.9	-0.4	-4.2
Cc1ccccc1C(=O)Nc1ccc2nc3n(c(=O)c2c1)CCCC3	-3.5	-1.2	-9.7	-0.7	23.1	1.9	-0.6	-5.2	3.2	-14.7
Cc1ccccc1-n1c(=O)cc(N2CC(C)OC(C)C2)[nH]c1=O (stereo not given)	-3.4	-1.7	-13.3	0.5	7.1	4.3	-2.9	-10.4	-1.1	8.4
COc1ccc(CC(=O)Nc2ccc3c(c2)OC2(CCCC2)O3)c(OC)c1	-2.3	2.5	.	.	.	46.1	0.7	-3.6	-0.9	-4.1
CC(C)N(C)C1CCN(C(=O)Nc2ccc(Cl)c(Cl)c2)CC1	-0.4	2.4	2.5	-0.2	-3.8	-4.0	3.5	2.1	2.9	-3.3
Cc1ccccc1C(=O)/C=C1/c2ccccc2CC(C)(C)N1C	0.1	10.2	-4.6	-1.2	44.7	1.9	1.2	4.3	0.5	11.4
CCC(C)NS(=O)(=O)c1ccc(NS(=O)(=O)c2ccc(F)cc2)cc1 (stereo not given)	-0.5	-3.3	-3.6	1.9	-8.8	4.5	1.7	9.5	-2.3	-5.9
COc1cccc(-c2nc(CS(=O)(=O)CC(=O)NCCc3ccc(OC)c(OC)c3)c(C)o2)c1	-1.8	14.6	-4.7	-1.5	-3.6	5.2	-0.3	5.6	.	5.5
CCc1ccc(CCC(=O)Nc2nnc(CC)s2)o1	-0.6	8.8	-0.6	0.1	4.5	-11.6	1.4	1.4	0.1	1.6
COCC(C)n1c(C)cc(C(=O)COC(=O)/C=C/c2cccc(F)c2)c1C (stereo not given)	-2.8	24.0	-2.5	-1.1	19.9	-2.6	-4.5	-7.9	1.1	-5.8
